TAAR1 antagonist – antagonists of human TAAR1. CHO RD-HGA16 TAAR1, Fluo-8 calcium fluorescence, antagonist. Q96RJ0. inhibition, % at 3 µM. AID 624466. 360,000 tested, 1.5% active;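 active = inhibition above a per-plate cutoff, the mean inhibition of test compounds on that plate plus 3 SD, cut at about 49% in these data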;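 also: 0% = DMSO plus EC80 beta-PEA response and 100% = DMSO alone without agonist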
Target sequence (Q96RJ0 whole entry, looked up): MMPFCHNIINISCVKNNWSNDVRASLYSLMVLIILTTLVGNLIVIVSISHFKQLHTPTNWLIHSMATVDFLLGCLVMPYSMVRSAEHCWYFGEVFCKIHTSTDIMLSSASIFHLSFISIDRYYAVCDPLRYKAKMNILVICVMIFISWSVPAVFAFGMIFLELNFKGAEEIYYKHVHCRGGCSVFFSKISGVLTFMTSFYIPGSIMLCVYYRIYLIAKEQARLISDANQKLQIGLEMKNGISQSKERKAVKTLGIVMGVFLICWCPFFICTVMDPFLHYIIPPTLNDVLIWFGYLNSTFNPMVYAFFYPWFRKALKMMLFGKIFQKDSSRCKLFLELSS
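Test system – hTAAR1-expressing CHO RD-HGA16 cells, Gα16-coupled · Also added – β-PEA at EC80 concentration, post-compound challenge · Compound – 3 µM, single point · Incubation – dye loading 75 min at 37 °C, then 30 min room temperature · Measured by – Fluo-8 intracellular calcium dye fluorescence, real-time kinetic reads · Benchmarks – vehicle and agonist controls · Replicates – singlicate, one well per test compound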
OXTR potentiate – potentiates the human oxytocin receptor response. P30559. CHO-OTR cells, Fluo-8 calcium fluorescence, potentiator mode; 0% = oxytocin EC15, 100% = EC100. activation, % at 3 µM. 320,000 tested, 0.061% active;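 active = activation above that plate's cutoff, the mean activation of tested compounds plus 3 SD, cut at about 6.6% in these data, passing the limit was not always enough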;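 also: 100% uses oxytocin at 75 nM as the full agonist control; some results filed as inactive read as strong as hits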
Target sequence (P30559 whole entry, looked up): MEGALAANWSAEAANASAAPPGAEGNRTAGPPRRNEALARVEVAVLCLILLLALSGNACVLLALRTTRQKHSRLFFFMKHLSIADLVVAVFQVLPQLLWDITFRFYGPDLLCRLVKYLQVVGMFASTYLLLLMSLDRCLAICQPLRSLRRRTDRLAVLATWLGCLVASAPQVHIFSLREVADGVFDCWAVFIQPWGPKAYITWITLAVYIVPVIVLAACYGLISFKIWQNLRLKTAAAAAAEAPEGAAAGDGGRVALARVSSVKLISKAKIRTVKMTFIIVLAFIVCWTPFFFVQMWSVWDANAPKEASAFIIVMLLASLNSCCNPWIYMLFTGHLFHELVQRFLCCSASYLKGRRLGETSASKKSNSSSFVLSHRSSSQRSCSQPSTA
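Replication – single well per compound, singlicate · Assay system – CHO cell line stably expressing human OTR · Timing – 6 min pre-incubation, 100 s read · Measure – normalized max/min fluorescence ratio, % activation · Doses – 3.0 µM, one dose · Detection – Fluo-8 calcium dye fluorescence · Probe or stimulus – oxytocin near EC15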
M1 antag – blocks human M1 muscarinic receptor | P11229 | 360,000 tested, 1.3% active | CHO-K1 hM1, Fluo-8 calcium fluorescence, ACh EC80 antagonist | inhibition, % at 3 µM;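 active = percent inhibition above its own plate's cutoff, namely the mean of that plate's compound wells plus 3 SD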;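 also: peak over basal fluorescence ratio during 140 s after agonist addition; 0% = ACh EC80 plus DMSO and 100% = DMSO alone without agonist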
M1 ag – human M1 muscarinic receptor agonism; 360,000 tested, 0.33% active; CHO-K1 hM1, Fluo-8 calcium fluorescence, agonist mode; 0% DMSO, 100% acetylcholine EC100; activation, % at 3 µM; AID 588814;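 active = activation above the run's mean compound activation plus 3 SD, cut at about 16% in these data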;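 also: peak over basal fluorescence ratio within a 140 s kinetic read after compound addition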
CHO-K1 Ca PAM – nonselective activator or artifact in parental CHO-K1 calcium assay. ATP EC20, Fluo-8 calcium fluorescence; 0% at ATP EC20, 100% at ATP max. activation, % at 3 µM. 360,000 tested, 0.02% active;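 active = activation above the run cutoff, the mean activation of all test compounds plus 3 SD, cut at about 40% in these data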;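 also: peak over basal fluorescence ratio in a 140 s read after ATP addition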
CHO-K1 Ca antag – M1 antagonist counterscreen hit in parental CHO-K1 cells; 360,000 tested, 0.6% active; inhibition, % at 3 µM; ATP-induced calcium, Fluo-8 fluorescence;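 active = inhibition above a per-plate cutoff, the plate's mean sample inhibition plus 3 SD, cut at about 24% in these data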;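 also: 0% = DMSO plus EC80 ATP and 100% = DMSO alone without ATP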
CHO-K1 Ca ag – M1 agonist counterscreen hit in parental CHO-K1 cells; Fluo-8 calcium fluorescence; scaled to maximal ATP response, vehicle zero; activation, % at 3 µM; 360,000 tested, 0.48% active; AID 602248; in the data active = activation above about 15%;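 also: untransfected CHO-K1 host cells lacking M1 receptor as counterscreen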
TAAR1 agonist – human TAAR1 agonism; Q96RJ0; CHO RD-HGA16 TAAR1, Fluo-8 calcium fluorescence; vehicle wells 0%, saturating PEA agonist 100%; activation, % at 3 µM; 360,000 tested, 0.99% active;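 active = activation above the mean activation of all test compounds in the run plus 3 SD, cut at about 38% in these data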
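System: CHO-derived RD-HGA16 cells with stable Gα16 and human TAAR1. Times: 17-24 h plating, Fluo-8 75 min 37 °C, 30 min RT. Measured by: calcium-sensitive Fluo-8 signal, excitation 470-495, emission 515-575 nm. Read-out basis: % activation relative to PEA EC100 response. Control set: DMSO and PEA EC100. Repeats: no replicates (n 1).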
CHO parental Ca – counter-screen for OX1R antagonists: effect in parental CHO cells; parental CHO-K1, ATP-induced calcium, Fluo-8 fluorescence; inhibition, % at 5.6 µM; 330,000 tested, 0.63% active;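 active = inhibition above that plate's mean sample inhibition plus 3 SD, cut at about 26% in these data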;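 also: 0% = ATP-challenged DMSO wells and 100% = DMSO wells without ATP; some compounds past the cut are filed as inactive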
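Assay system – parental CHO cells · Reagent – ATP stimulus · Detection – intracellular calcium via Fluo-8 no-wash fluorescent dye · Evaluation – percent inhibition of ATP-evoked calcium rise, normalized to controls · Controls – ATP wells versus no-ATP DMSO wells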
Active calls of the source: *; x = not tested or not shown.

SMILES	TAAR1 antagonist	OXTR potentiate	M1 antag	M1 ag	CHO-K1 Ca PAM	CHO-K1 Ca antag	CHO-K1 Ca ag	TAAR1 agonist	CHO parental Ca
CCN(C(=O)COC(=O)Cc1coc2cc(C)ccc12)c1c(N)n(Cc2ccccc2)c(=O)[nH]c1=O	-41.8	4.0	-11.3	-5.0	22.6	-8.0	0.8	6.4	-21.0
Cc1c(C(=O)N2CCC2)oc2ccc(Br)cc12	-21.9	4.7	-4.3	-5.5	17.0	0.6	3.9	35.6	-16.4
O=c1ccc2ccc(Oc3ccc([N+](=O)[O-])cc3Cl)cc2o1	3.5	-2.8	7.0	-7.3	11.3	-8.2	0.7	1.9	-13.1
c1ccc(CSc2nnc(NC3CCCCC3)s2)cc1	-29.1	x	-7.3	-6.1	10.0	-10.8	0.7	-2.0	x
CCOC(=O)c1ccccc1NC(=O)CSc1nccn1C	-13.0	3.5	-9.1	-6.1	24.2	-8.1	0.5	-3.5	-14.7
CCCc1cc(C(=O)Nc2cccc([N+](=O)[O-])c2)cs1	22.8	-10.7	-0.5	-1.9	-8.1	5.4	0.9	-1.5	11.2
Cc1ccc(NC(=O)/C=C/C(=O)O)c(NC(=O)c2ccccc2)c1	-1.7	-0.2	-20.0	-1.1	14.8	-6.8	0.5	4.8	-9.2
COc1cc2c(cc1OC)-c1cc(NC3CCCCCC3)nc(=O)n1CC2	0.9	1.3	-17.5	-8.1	-9.5	-5.1	-0.4	3.9	-18.2
CCc1nc2ccc(C(=O)N(CC)CCN(C)C)cn2c1N(C)C(=O)C1CCCCC1	-12.5	x	-0.2	-6.8	-6.1	5.6	0.1	3.3	x
COc1ccc(CN2CCNC(=O)C2CC(=O)N2CCCO2)c(OC)c1 (stereo not given)	-0.6	-0.1	-3.0	-7.9	19.1	-13.2	0.9	5.2	-7.4
Cc1cccc(NC(=O)c2cc(Cl)sc2Cl)c1C	-11.8	-2.5	-5.7	-5.4	6.9	6.3	-0.1	-1.4	2.4
CCOC(=O)NCc1ccccc1	x	-3.0	-0.8	-4.9	1.5	-8.1	0.3	x	-5.2
CCCC1(C(=O)O)NC(c2ccc(OC)cc2O)C2C(=O)N(c3ccc(OC)cc3)C(=O)C21 (stereo not given)	-3.5	-1.2	-5.6	0.3	16.1	-5.9	0.8	-0.5	0.2
Cc1csc(SCC(=O)NCCc2ccc(Cl)cc2)n1	-1.9	-2.8	-11.8	-9.3	20.2	-6.1	0.4	0.6	-13.5
CCCCCN1CC(O)=C(c2nc(-c3ccc(Cl)cc3)cs2)C1=N	11.4	-5.1	-2.2	-1.3	16.1	-8.6	-0.2	5.3	-22.8
CCCN1CCC(C)(C(=O)Nc2ccccc2Oc2ccccc2)C1 (stereo not given)	7.9	x	3.4	-10.8	-3.8	-1.0	-0.2	-1.9	x
C=CCN(CC(=O)c1sc(C(=O)OCC)nc1C)c1cccc(Br)c1	-9.7	-1.6	-3.5	-5.4	-21.7	13.0	-1.0	18.6	-11.0
Cn1nc(C(=O)NNC(=O)CCc2ccccc2Cl)c2ccccc2c1=O	4.0	-5.3	-6.0	-1.6	-19.3	9.0	0.0	1.9	-19.6
CC12CC3CC(C)(C1)CC(C(=O)NCc1cccnc1)(C3)C2	-8.3	-1.5	-8.3	-10.0	-1.9	2.7	-0.1	1.1	-1.6
Cc1cccc(-c2sc(Nc3ccccc3)n[n+]2-c2ccccc2)c1	20.1	-11.1	-5.2	-11.2	19.9	-13.8	-0.1	3.5	-17.4
CCOC(=O)c1c(N)nn(C(=O)CC)c1-c1ccccc1	0.2	-6.6	-11.8	-4.4	9.0	-1.0	0.3	0.6	-14.9
CN(C)CCN1C(=O)C(=O)/C(=C(/O)c2ccccc2)C1c1ccccc1F (stereo not given)	2.7	-10.7	-7.7	-2.9	12.0	0.8	0.1	3.7	0.0
Fc1ccccc1C(c1nnnn1Cc1ccc2c(c1)OCO2)N1CCN(Cc2ccco2)CC1 (stereo not given)	-0.2	-11.5	-0.2	-2.5	15.8	-4.9	2.5	3.1	-41.1
Cc1c(Br)c(C(F)(F)F)nn1CC(=O)NCC1CCCO1 (stereo not given)	-6.1	-3.1	-5.7	-3.5	21.9	-8.4	0.1	9.2	-9.8
COc1cc(C(=O)N2CCN(c3ccccc3Cl)CC2)ccc1OCC(=O)N1CCOCC1	-16.2	4.8	-11.6	-2.6	25.1	-0.1	1.1	3.1	-20.2
CCC(C(=O)OCC(=O)Nc1ccc(F)cc1)c1ccccc1 (stereo not given)	15.4	-6.4	-13.1	-2.7	10.8	-4.6	-0.5	0.0	-28.0
CCCC(=O)NC(c1ccc(N(C)C)cc1)c1ccc2cccnc2c1O (stereo not given)	-13.8	-1.8	-28.5	0.1	20.9	-13.1	-0.2	3.0	-28.7
Cc1occc1C(=O)Nc1nn[nH]n1	-15.0	-3.3	-3.8	2.0	4.5	0.5	-0.2	2.6	7.4
CCOC(=O)C1CN(S(=O)(=O)c2cc(OC)ccc2OC)C1	2.3	-0.5	-15.2	-4.2	19.5	-6.6	1.0	9.1	-2.0
CN(CC(=O)Nc1ccc(Cl)c(C(F)(F)F)c1)C(=O)/C=C/c1ccco1	6.6	-8.8	-3.7	-6.8	16.1	-5.5	4.9	11.1	-18.8
CC(=O)Nc1cccc(-c2ccnc3c2CC(C)(C(=O)NCC2CC2)O3)c1 (stereo not given)	-11.5	x	-15.6	-0.3	12.0	-5.1	0.1	-0.5	x
Cc1cccc(NC(=O)CCOc2ccccc2)c1C	1.8	0.5	-7.5	0.8	3.4	-7.2	0.1	-2.0	-15.8
CNS(=O)(=O)c1cc(-c2nnc(N3CCOCC3)c3ccccc23)ccc1C	8.1	-7.3	-4.2	-4.9	23.7	-7.4	3.8	1.9	-7.7
O=C(Nc1nccs1)c1ccc2ccccc2c1	12.6	-11.7	-1.1	-2.2	-2.2	22.1	-0.1	11.2	-25.9
Cc1ccc(Nc2nc(NCCO)nc(N3CCCC3)n2)cc1	-6.8	-6.6	-4.8	-4.2	4.0	3.2	-0.8	4.5	-13.1
CCOC(=O)/C=c1/s/c(=C/c2ccc3cc(OC)ccc3c2)c(=O)n1CC(=O)NCc1ccc2c(c1)OCO2	-6.9	x	-13.0	1.3	-24.3	4.6	-0.1	5.7	x
COc1ccccc1NC(=O)C(C)OC(=O)CCC1CCCCC1 (stereo not given)	1.7	-5.2	10.9	-5.5	3.7	-4.6	-0.2	-2.5	-21.9
COc1cccc(N2CCN(C(=O)C3CCCN(S(=O)(=O)c4ccc5c(c4)oc(=O)n5C)C3)CC2)c1 (stereo not given)	4.5	-11.7	-7.0	-2.4	14.3	-5.8	3.8	4.5	-5.0
O=C1C(=C2CCCCC2)SC(=S)N1Cc1ccco1	6.5	8.1	28.5*	-6.2	4.1	-1.6	0.4	8.7	-7.3
NC(=O)NC[C@@H]1CC[C@@H](Cc2ccc(-c3ccccc3)cc2)O1	x	x	-11.0	2.3	15.0	-22.3	4.4	x	-8.1
Cc1nc2ccc(NC(=O)c3ccc([N+](=O)[O-])cc3)cc2s1	-35.2	-7.1	-5.2	-3.6	24.8	-11.1	2.8	3.2	-6.8
O=C1/C(=C\c2ccc(O)cc2)CCC1CNc1ccc(Cl)cc1 (stereo not given)	11.2	x	-5.3	-0.5	-8.8	-10.2	0.7	4.2	x
Cc1cccc(NC(=O)CN(C)S(=O)(=O)c2ccc(Br)cc2)n1	-8.8	-4.3	-7.3	-0.3	9.0	-11.8	1.2	8.4	-13.2
O=C(O)C1CCCCC1C(=O)Nc1cnn(Cc2ccccc2)c1 (stereo not given)	-4.4	-15.3	-6.5	-2.5	9.8	-0.9	0.4	5.0	-1.2
O=C1CCCC(=O)N1CCCCCCN1C(=O)CCCC1=O	-7.8	x	-16.3	-8.6	6.4	-16.7	0.6	2.0	x
Cc1ccccc1NC(=O)CC1SC(=NC2CCCCC2)NC1=O (stereo not given)	-18.9	6.4	-29.0	-3.8	16.1	-8.4	0.2	3.2	-15.1
CC1CCN(CCCCOc2ccccc2Br)CC1	-2.7	-8.8	10.1	-10.1	19.7	-6.2	0.5	5.1	-10.9
O=C(Cc1c(F)cccc1Cl)NNC(=S)Nc1ccc(S(=O)(=O)Nc2ncccn2)cc1	-20.7	-0.9	-4.2	-2.9	8.9	-6.9	0.8	0.8	-6.7
CC(=O)Oc1c(S(=O)(=O)c2ccccc2)c(C)nn1C(C)(C)C	-19.2	-22.0	-10.0	-0.7	18.3	0.7	0.7	6.8	-10.5
COc1cccc(C(=O)Nc2ccc(NC(=O)c3ccco3)c(Cl)c2)c1	1.8	-6.5	-6.0	-10.7	9.0	8.7	1.8	3.4	-22.1
Nc1ccc(NC(=O)c2ccco2)c(Cl)c1	11.7	-7.5	-10.2	-8.0	20.0	-12.3	0.2	1.0	1.8
CCOC(=O)N1CCN(C(=O)Nc2cccc3ccccc23)CC1	-21.8	-3.1	16.4	7.2	7.3	-6.8	-0.2	6.5	-0.5
CCSc1oc(-c2cccs2)nc1S(=O)(=O)c1ccccc1	10.8	-4.3	3.3	-9.8	14.2	-4.0	0.4	-0.6	-4.2
COC(=O)c1cc(NC(=O)CN(c2ccc3c(c2)OCO3)S(C)(=O)=O)ccc1Cl	10.8	-14.7	1.2	-2.1	5.1	-2.1	0.9	9.8	-10.3
CCCCn1c(N)c(N(CCC(C)C)C(=O)c2ccc([N+](=O)[O-])s2)c(=O)[nH]c1=O	-1.7	-4.5	-11.0	-2.7	12.7	1.1	0.6	4.3	-22.2
CCCNC(=O)CSc1nnc(-c2ccccc2Br)n1-c1cccc(C(F)(F)F)c1	6.2	-7.5	-1.4	-8.1	14.3	2.3	-0.2	10.0	-13.8
c1ccc(-c2nc(C3CCCCC3)c3ccccc3n2)cc1	-24.8	7.4	-3.6	-3.1	10.5	-13.4	-0.1	10.5	-14.3

Some of these compounds in order of length of the SMILES, falling.
SMILES	TAAR1 antagonist	OXTR potentiate	M1 antag	M1 ag	CHO-K1 Ca PAM	CHO-K1 Ca antag	CHO-K1 Ca ag	TAAR1 agonist	CHO parental Ca
COC(=O)c1cc(NC(=O)CN(c2ccc3c(c2)OCO3)S(C)(=O)=O)ccc1Cl	10.8	-14.7	1.2	-2.1	5.1	-2.1	0.9	9.8	-10.3
COc1cccc(C(=O)Nc2ccc(NC(=O)c3ccco3)c(Cl)c2)c1	1.8	-6.5	-6.0	-10.7	9.0	8.7	1.8	3.4	-22.1
Cc1ccccc1NC(=O)CC1SC(=NC2CCCCC2)NC1=O (stereo not given)	-18.9	6.4	-29.0	-3.8	16.1	-8.4	0.2	3.2	-15.1
